Screening data deposited in PubChem BioAssay by National Center for Advancing Translational Sciences (NCATS).
PGK inhibitor = blocks T. brucei phosphoglycerate kinase; P07378; PGK/GAPDH coupled, Kinase-Glo luminescence, 60 min; Potency, µM (doses to about 57.5 µM), without a hit: at the highest dose activity change, negative = inhibition, hits mostly inhibitors; actives 0.043% (n = 380,000); also: % is scaled to controls: 0 for no effect and ±100 for the full control effect; nearly all actives have a fitted effect of over 60% in size
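Recombinant glycosomal PGK reaction used 1,3-bisphosphoglycerate generated in-well by GAPDH (100nM final) in 100mM TEA pH 7.6, 5mM MgCl2, 0.01% Tween-20. After 60 minutes at room temperature, ATP was read by Kinase-Glo Plus luminescence end-point.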
GLS inhibitor = glutaminase GLS (human) inhibition; O94925; GLS enzymatic activity, qHTS titration; Potency, µM (series often up to 45.5 µM), for inactives: top-dose activity change, negative = inhibition, hits mostly inhibitors; actives 0.21% (n = 410,000); also: % is scaled to controls: 0 for no effect and ±100 for the full control effect
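Glutamate formation by hKGA was monitored fluorometrically using coupled glutamate oxidase, HRP and Amplex Red. Substrate was added as 1 mM L-glutamine solution; incubation was 30 min at RT after an initial read.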
Pin1 inhibitor = human Pin1 inhibition; Pin1 FP peptide displacement, HiFluor488, 10 min; Potency, µM (doses to about 115 µM), inactives show top-dose activity, negative = inhibition, most hits filed as inhibitors; actives 0.009% (n = 390,000); active = well fitted inhibition curve with a large enough effect in the polarisation, with a control signal flat, not every such curve was filed as active; inconclusive = small, poorly fitted or top-dose-only effect, or effect the other way, or a change in a side signal; inactive = no such curve, though single readings can be large or run the other way; the % refers to the polarisation; also: % is scaled to controls: 0 for no effect and ±100 for the full control effect
BLM inh = Bloom syndrome helicase (human) inhibition; recombinant BLM DNA unwinding, fluorescence dequenching; P54132; AID 2528; actives 0.2% (n = 350,000); Potency, µM (series often up to 56.1 µM), inactives show at the highest dose activity change, negative = inhibition, hits mostly inhibitors;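 also: plate controls were vehicle for no effect and no enzyme for full effect; nearly all actives have a fitted effect of over 35% in size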
POLI inh = blocks human DNA polymerase iota activity | Q9UNA4 | actives 1% (n = 390,000) | AID 588590 | Potency, µM (series often up to 115 µM), without a hit: at the top dose activity, negative = inhibition, actives largely listed as inhibitors | Pol iota fluorescent replication assay, 10 min
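Fluorescent replication assay read twice, at 0 min and 10 min after adding 50 nM (final) substrate. Enzyme (10 nM) and compounds were first incubated 15 min at room temperature; enzyme-free buffer wells were negative controls.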
BAZ2B inh = BAZ2B (human) inhibition | Q9UIF8 | AlphaScreen BAZ2B-H3K14Ac peptide displacement | Potency, µM (series often up to 114 µM), for the others: at the top dose activity change, negative = inhibition, usual class: inhibitors | actives 4.4% (n = 360,000) | AID 504333; also: % is scaled to controls: 0 for no effect and ±100 for the full control effect; nearly all actives have a fitted effect of over 60% in size
Target sequence (Q9UIF8 whole entry, looked up): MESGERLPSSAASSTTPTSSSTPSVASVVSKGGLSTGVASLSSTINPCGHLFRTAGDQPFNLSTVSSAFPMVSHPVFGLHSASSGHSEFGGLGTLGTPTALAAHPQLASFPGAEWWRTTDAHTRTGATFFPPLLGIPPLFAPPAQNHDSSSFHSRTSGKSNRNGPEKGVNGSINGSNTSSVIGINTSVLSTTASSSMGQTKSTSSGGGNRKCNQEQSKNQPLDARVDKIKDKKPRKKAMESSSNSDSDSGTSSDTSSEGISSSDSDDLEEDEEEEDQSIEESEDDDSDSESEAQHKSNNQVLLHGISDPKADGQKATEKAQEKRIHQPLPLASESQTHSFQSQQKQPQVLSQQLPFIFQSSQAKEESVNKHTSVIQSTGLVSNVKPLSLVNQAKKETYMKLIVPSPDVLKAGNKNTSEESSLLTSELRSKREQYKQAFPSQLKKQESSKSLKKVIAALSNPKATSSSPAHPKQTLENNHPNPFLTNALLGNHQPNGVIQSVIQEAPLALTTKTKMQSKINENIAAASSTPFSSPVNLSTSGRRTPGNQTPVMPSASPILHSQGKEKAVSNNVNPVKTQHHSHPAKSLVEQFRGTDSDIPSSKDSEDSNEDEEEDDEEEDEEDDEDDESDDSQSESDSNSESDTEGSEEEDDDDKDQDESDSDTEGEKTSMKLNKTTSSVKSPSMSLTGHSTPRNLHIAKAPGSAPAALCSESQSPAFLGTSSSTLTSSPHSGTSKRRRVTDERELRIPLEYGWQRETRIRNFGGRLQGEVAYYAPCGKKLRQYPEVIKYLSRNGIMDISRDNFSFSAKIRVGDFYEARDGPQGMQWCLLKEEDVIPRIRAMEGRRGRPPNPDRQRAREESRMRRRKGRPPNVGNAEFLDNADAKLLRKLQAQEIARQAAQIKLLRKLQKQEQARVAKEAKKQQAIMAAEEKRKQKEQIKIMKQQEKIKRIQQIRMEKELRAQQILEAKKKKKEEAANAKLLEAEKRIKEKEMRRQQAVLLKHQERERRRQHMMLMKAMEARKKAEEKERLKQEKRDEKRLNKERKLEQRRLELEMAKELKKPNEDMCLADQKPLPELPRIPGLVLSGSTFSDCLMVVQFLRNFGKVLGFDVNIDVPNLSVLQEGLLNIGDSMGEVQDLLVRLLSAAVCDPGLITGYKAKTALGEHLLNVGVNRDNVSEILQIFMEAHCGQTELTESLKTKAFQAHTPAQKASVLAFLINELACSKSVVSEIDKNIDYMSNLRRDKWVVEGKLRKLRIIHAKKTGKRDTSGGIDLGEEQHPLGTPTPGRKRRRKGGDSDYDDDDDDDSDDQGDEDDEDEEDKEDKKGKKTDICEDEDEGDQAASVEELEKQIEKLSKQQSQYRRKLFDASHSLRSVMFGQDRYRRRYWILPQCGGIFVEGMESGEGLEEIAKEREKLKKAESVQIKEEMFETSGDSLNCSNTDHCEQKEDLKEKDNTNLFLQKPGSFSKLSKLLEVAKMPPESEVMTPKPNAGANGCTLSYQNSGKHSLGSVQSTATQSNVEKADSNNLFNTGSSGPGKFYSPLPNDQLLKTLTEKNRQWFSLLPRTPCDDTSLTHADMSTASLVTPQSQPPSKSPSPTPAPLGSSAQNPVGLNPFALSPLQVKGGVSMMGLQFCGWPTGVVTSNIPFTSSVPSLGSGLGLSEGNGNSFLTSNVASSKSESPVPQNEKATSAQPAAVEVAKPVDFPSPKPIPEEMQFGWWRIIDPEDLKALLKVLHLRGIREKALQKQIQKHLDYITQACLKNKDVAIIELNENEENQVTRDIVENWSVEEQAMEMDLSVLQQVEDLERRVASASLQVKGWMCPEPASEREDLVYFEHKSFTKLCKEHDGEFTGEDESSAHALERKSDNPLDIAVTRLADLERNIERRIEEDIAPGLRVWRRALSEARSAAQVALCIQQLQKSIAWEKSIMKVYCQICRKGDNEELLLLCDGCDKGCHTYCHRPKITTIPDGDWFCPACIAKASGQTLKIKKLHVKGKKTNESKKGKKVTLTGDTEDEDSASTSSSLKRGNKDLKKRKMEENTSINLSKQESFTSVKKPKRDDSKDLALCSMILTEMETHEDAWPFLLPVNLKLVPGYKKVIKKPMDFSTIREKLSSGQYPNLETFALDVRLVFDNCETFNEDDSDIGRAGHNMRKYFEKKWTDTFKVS
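Complex of BAZ2B and biotin-H3K14Ac (50 nM apiece) forms over 30 min at RT, then faces library compounds up to 110 uM for another 30 min; AlphaScreen beads added, 20 min dark incubation, luminescence read.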
G9a block = inhibitors of human histone lysine methyltransferase G9a; Q96KQ7; G9a H3K9 monomethylation, AlphaScreen, 2 h; Potency, µM (series often up to 102 µM), for the others: at the highest dose activity, negative = inhibition, actives largely listed as inhibitors; actives 8.8% (n = 350,000); AID 504332; also: % is scaled to controls: 0 for no effect and ±100 for the full control effect; nearly all actives have a fitted effect of over 75% in size
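Using a bead-based AlphaScreen, monomethylated H3K9 product from 2 h room-temperature reactions (G9a 20 nM, peptide 500 nM, SAM 20 uM) was detected with 0.5 ug/mL rabbit anti-H3K9me1 antibody.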
JMJD2A Tudor inh = blocks the human JMJD2A Tudor domain; AlphaScreen JMJD2A-Tudor / H3K4me3 peptide binding; Potency, µM (series often up to 114 µM), without a hit: at the top dose activity change, negative = inhibition, hits mostly inhibitors; actives 4.4% (n = 390,000); AID 504339; also: % is scaled to controls: 0 for no effect and ±100 for the full control effect; nearly all actives have a fitted effect of over 50% in size
HP1b binding inh = HP1-beta chromodomain-methylated histone interaction inhibition. P83916. AlphaScreen HP1-beta / biotin-H3K9me3 peptide binding. Potency, µM (titrated, usually from 114 µM), for inactives: at the top dose activity change, negative = inhibition, most hits filed as inhibitors. actives 0.56% (n = 390,000); also: nearly all actives have a fitted effect of over 70% in size; inactives centre near 23
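Compound inhibition of the preformed complex between 50 nM HP1-beta and 50 nM biotinylated H3K9me3 peptide was read by AlphaScreen. Buffer was PBS pH 7.4 with 0.01% Tween-20. Incubations ran 30 min at room temperature, with 10 ug/mL donor/acceptor beads.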
Starred values were filed as active, the others as inactive; i = inactive; ? = inconclusive; / = not tested or not shown; & = joins results of further samples; [ ] = another dose, or the depositor's remark. Unless noted, calls follow the shape of the dose curve; as a rule, active = well fitted curve in the direction sought with a large enough effect; inconclusive = small, poorly fitted or top-dose-only effect, or another doubt; inactive = no such curve, though single readings can be large; an effect the other way counts as inactive or inconclusive. Potency is read from the fitted curve at half-maximal effect. An excerpt; the hit share may differ from the screen's.

Results follow in this order: PGK inhibitor, GLS inhibitor, Pin1 inhibitor, BLM inh, POLI inh, BAZ2B inh, G9a block, JMJD2A Tudor inh, HP1b binding inh
- COc1ccc(N(C(=O)c2ccco2)C(C(=O)NC2CCCC2)c2ccc(N3CCOCC3)cc2)c(OC)c1 (stereo unspecified)
  4%, 7%, -10%, -5%, 14%, -25%, 4%, -20%, -12%
- CCOC(=O)CSc1ccc(C(=O)Nc2ccc(Cl)cc2)cn1
  0%, 5%, -4%, -11%, -6%, -12%, 15%[59 µM], 4%, 33%
- CCCCNC(=S)N=Nc1c(O)n(Cc2ccccc2)c2ccccc12
  -2%, 1%, -4%, -7%, 5%, ?, 32µM*, ?, ?
- S=C(NCc1ccco1)Nc1ccccc1
  5%, -10%, -3%, -2%, 68%[activator], -18%, 8%, -12%, 11%
- C=CCn1c(COc2ccccc2OC)nc2ccccc21
  -4%, 5%, -9%, -1%, 14%, 11%, 25%, -14%, 13%
- CC(=O)Nc1cccc(/C(C)=N/NC(=O)c2ccc3c(c2)OCO3)c1
  -9%, 3%, -2%, -2%, 186%[activator], -25%, -31%, -10%, 4%
- CN(C(=O)c1cccc(NC(=O)Cc2ccc(NC(=O)C3CCCN(C(=O)C4CCCCC4)C3)cc2)c1)C1CCCCC1 (stereo unspecified)
  8%, 0%, 16%, /, 6%, /, /, -17%, 29%
- CCO[C@H]1OC(C(=O)NCc2nc3ccccc3[nH]2)=C[C@@H](c2ccc3c(c2)OCO3)[C@@H]1CCCO
  -5%, 4%, -5%, /, 38%, /, /, -30%, 27%
- CC(=O)c1cccc(NC(=O)C(C)OC(=O)c2ccc3ncsc3c2)c1 (stereo unspecified)
  6%, 1%, -3%, /, ?, ?, 15%[12.7 µM], -15%, 11%
- CCO[C@@H]1OC(C(=O)N2CCN(Cc3ccc4c(c3)OCO4)CC2)=C[C@H](c2coc3ccccc3c2=O)[C@H]1CCCO
  8%, 1%, ?, -6%, 26%, -24%, 0%[12.7 µM], -22%, 16%

For reference, part of the list above:
Results follow in this order: PGK inhibitor, GLS inhibitor, Pin1 inhibitor, BLM inh, POLI inh, BAZ2B inh, G9a block, JMJD2A Tudor inh, HP1b binding inh
- CC(=O)c1cccc(NC(=O)C(C)OC(=O)c2ccc3ncsc3c2)c1 (stereo unspecified)
  6%, 1%, -3%, /, ?, ?, 15%[12.7 µM], -15%, 11%
- CCO[C@@H]1OC(C(=O)N2CCN(Cc3ccc4c(c3)OCO4)CC2)=C[C@H](c2coc3ccccc3c2=O)[C@H]1CCCO
  8%, 1%, ?, -6%, 26%, -24%, 0%[12.7 µM], -22%, 16%

(list continues)
Results follow in this order: PGK inhibitor, GLS inhibitor, Pin1 inhibitor, BLM inh, POLI inh, BAZ2B inh, G9a block, JMJD2A Tudor inh, HP1b binding inh
- CCOC(=O)Cn1c(=NC(=O)C2COc3ccccc3O2)sc2cc(S(N)(=O)=O)ccc21 (stereo unspecified)
  3%, -3%, 71%[activator], -3%, 10%, 1%, 0%[59 µM], -9%, 34%
- O=C(N/N=C/c1cccc(C(F)(F)F)c1)C1CCN(c2ncc(C(F)(F)F)cc2Cl)CC1
  -5%, -6%, ?, 0%, 19%, 5%, 2%[12.7 µM], -2%, 26%
- CCCCCN(C(=O)CCC(=O)OCC(=O)N1CCC(C)CC1)c1c(N)n(CCCC)c(=O)[nH]c1=O
  -8%, -3%, -4%, /, 21%, 9%, ?, -1%, 16%
- COc1cccc(-c2nc3ccccc3c(=O)o2)c1
  6%, 3%, -1%, 1%, 13%, 9%, -13%, -4%, 25%
- O=C(CSc1nnc(NC2CCCCC2)s1)Nc1ccc(N2CCOCC2)cc1
  -12%, 1%, 8%, -1%, -12%[58.9 µM], -35%, 18%[59 µM], -11%, 9%
- Cc1ccccc1OCCn1nc(C(=O)O)c2ccccc2c1=O
  -3%, 1%, -2%, -1%, 10%, 4%, -2%, -3%, 58%[activator]
- COc1cccc(C2N(c3ccccn3)C(=O)C3CCCN32)c1OC (stereo unspecified)
  -5%, 2%, -5%, -8%, 23%, 0%, 1%, -21%[57.1 µM], 37%
- O=C(CSc1ncc(-c2ccc(F)cc2)n1Cc1ccco1)Nc1nccs1
  1%, -10%, 4%, -5%, 6%, -25%, 1%, -14%, 51%[activator]
- O=C(CNC(=O)c1ccc(F)cc1)NCc1ccc(S(=O)(=O)N2CCOCC2)cc1
  -5%, -7%, -2%, /, 8%, 4%, -9%, -7%, 19%
- CC1CN(S(=O)(=O)c2ccc(C(=O)Nc3nccs3)cc2)CC(C)O1 (stereo unspecified)
  -6%, -2%, -6%, 0%, -12%, 0%, -51%, -4%, 19%

Molecules from the list above that have an aryl methoxy group, in the order listed:
Results follow in this order: PGK inhibitor, GLS inhibitor, Pin1 inhibitor, BLM inh, POLI inh, BAZ2B inh, G9a block, JMJD2A Tudor inh, HP1b binding inh
- COc1ccc(N(C(=O)c2ccco2)C(C(=O)NC2CCCC2)c2ccc(N3CCOCC3)cc2)c(OC)c1 (stereo unspecified)
  4%, 7%, -10%, -5%, 14%, -25%, 4%, -20%, -12%
- C=CCn1c(COc2ccccc2OC)nc2ccccc21
  -4%, 5%, -9%, -1%, 14%, 11%, 25%, -14%, 13%
- COc1cccc(-c2nc3ccccc3c(=O)o2)c1
  6%, 3%, -1%, 1%, 13%, 9%, -13%, -4%, 25%
- COc1cccc(C2N(c3ccccn3)C(=O)C3CCCN32)c1OC (stereo unspecified)
  -5%, 2%, -5%, -8%, 23%, 0%, 1%, -21%[57.1 µM], 37%

The listing continues.
Results follow in this order: PGK inhibitor, GLS inhibitor, Pin1 inhibitor, BLM inh, POLI inh, BAZ2B inh, G9a block, JMJD2A Tudor inh, HP1b binding inh
- CCOCCCNC(=S)NCCCNc1nc2c(C)cc(C)cc2cc1C#N
  i, -6%, ?, 4%, 24%, 8%, 14%[0.501 µM], -8%, 106%[activator]
- CCCN1CCC(=O)N(CCSc2ccc(Br)cc2)CC1
  /, /, -1%, 2%, -2%, /, /, -25%, 18%
- COc1ccc(S(=O)(=O)N(CC(=O)NCc2ccco2)c2ccc(C)cc2)cc1OC
  -8%, 0%, -7%, -10%, ?, ?, -25%, -28%, 3%
- Cc1cc([N+](=O)[O-])ccc1NC1CCCC1
  -8%, 6%, 21%, -5%, 13%, -1%, 0%[59 µM], -19%, 4%
- O=C(N/N=C/c1coc2ccccc2c1=O)c1cn(-c2ccccc2)nc1-c1ccccc1
  -1%, 4%, 31%[activator], -4%, -12%, -3%, -3%, -12%, 27%
- O=S(=O)(c1cccc(S(=O)(=O)N2CCN(c3ncccn3)CC2)c1)N1CCOCC1
  10%, 3%, 0%, 4%, 9%, 14%, 13%[59 µM], -3%, 35%[activator]
- Cc1nn(CC(C)C)c(Cl)c1C(=O)N(c1ccc(Cl)cc1F)S(C)(=O)=O
  -3%, 4%, 3%, -3%, 18%, 3%, -26%, -18%, 8%
- COc1cccc(CN(C)C(=O)Nc2cccc(C(F)(F)F)c2)c1OC
  3%, 5%, 9%, 0%, 8%, -12%, 26%[59 µM], -3%, 24%
- COc1ccc(CN2C(=O)C(CC(C)C)Nc3ncnc(N4CCN(c5ccccc5)CC4)c32)cc1 (stereo unspecified)
  -8%, 5%&0%, 48%[activator], /, ?, ?, -11%[2.33 µM], ?, -2%
- Cc1ccc(SC(C)c2nc(-c3ccccc3)no2)cc1 (stereo unspecified)
  -1%, 8%, 7%, -5%, 2%, 214%[activator], 32%[59 µM], 193%[activator], 229%[activator]
- CC(C)(Oc1ccc(Cl)cc1)C(=O)Nc1cccc(-c2cn3cccnc3n2)c1
  -2%, -15%, ?, -8%, -55%, -2%, 1%[59 µM], -13%, 24%[57 µM]
- O=C(C(=O)N(Cc1ccccc1)Cc1ccccc1)c1c(-c2ccccc2)[nH]c2ccccc12
  -2%, 1%, 36%[activator], /, 27%, /, /, ?, -3%
- COc1cc(C(=O)NCc2nnc(SCC(=O)N3CCCCC3)o2)cc(OC)c1OC
  12%, -1%, 5%, 1%, 19%, 6%, -6%[12.7 µM], 10%, 25%
- COCCN(CC(=O)NCc1ccccc1)C(=O)CCC(=O)Nc1nccs1
  -1%, 1%, 0%, 0%, 10%, 10%, 14%[59 µM], -11%, 13%
- O/N=C\c1ccc2noc(-c3ccc(Cl)cc3)c2c1
  /, 2%, -5%, -3%, -19%, -2%, 3%[0.501 µM], -4%, 26%
- CCCC(c1nnnn1Cc1cccs1)N1CCN(c2ccc(OC)cc2)CC1 (stereo unspecified)
  -8%, 37%, 11%, -5%, 18%, 45µM*, 18µM*, ?, ?
- Cc1nc2ccc(NC(=O)c3nn(C(C)C)c(=O)c4ccccc34)cc2s1
  3%, 1%, 2%, 1%, -17%, -4%, 38%[59 µM], -13%, 33%
- COc1ccc(CC(=O)NNS(=O)(=O)c2ccccc2)cc1OC
  -10%, -10%, 4%, -2%, 36%[activator], 2%, -3%, -1%, 37%
- COc1ccc(CN(CC2CCC(C(=O)O)CC2)C(=S)Nc2cc(C)cc(C)c2)cc1 (stereo unspecified)
  5%, 15%, -3%, 3%, 2%, 1%, 1%, -8%, 27%
